Bioassay records (PubChem BioAssay)
Tau fibril ThT: inhibitors of human tau fibril formation, thioflavin T binding; actives 2.1% (n = 270,000); Potency, µM (titrated, usually from 57.4 µM), for inactives: top-dose activity, negative = inhibition, actives largely listed as inhibitors; AID 1460; recombinant tau K18 P301L (four-repeat tau fragment), heparin-induced fibrillization, ThT fluorescence; further: on the % scale 0 is the no-effect control and ±100 the full control effect; nearly all actives have a fitted effect of over 55% in size
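In this qHTS, human K18 P301L tau is incubated with compound and heparin for 6 hr at 37 C, and Thioflavin T fluorescence then reports fibril load.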
L3MBTL1 block: L3MBTL1 (human) inhibition; Potency, µM (series often up to 57.1 µM), inactives show at the highest dose activity, negative = inhibition, actives largely listed as inhibitors; AlphaScreen L3MBTL1–H3K9me1 peptide binding; actives 0.66% (n = 230,000); AID 485360; Q9Y468; further: on the % scale 0 is the no-effect control and ±100 the full control effect; nearly all actives have a fitted effect of over 60% in size
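AlphaScreen proximity signal between nickel-chelate acceptor and streptavidin donor beads (final 10 ug/mL) reports binding of 50 nM L3MBTL1 to 75 nM biotin-H3 K9me1 peptide; complex incubated with compounds 30 min at room temperature; cefsulodin titration as control.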
KinaseGlo FLuc: counter-screen: inhibitors of Kinase-Glo firefly luciferase; Kinase-Glo luciferase, ATP luminescence, 8 min; Potency, µM (doses to about 38.3 µM), for inactives: top-dose activity change, negative = inhibition, hits mostly inhibitors; Q27757; AID 1379; actives 0.28% (n = 200,000); further: on the % scale 0 is the no-effect control and ±100 the full control effect; nearly all actives have a fitted effect of over 60% in size
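Light output from Kinase-Glo luciferase with luciferin and 10 uM ATP in 50 mM imidazole pH 7.2, KCl, MgCl2, Tween 20, BSA; compound pin-delivered, 8-min ambient incubation, then luminescence read.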
ALDH1A1 block: inhibitors of human aldehyde dehydrogenase 1A1. P00352. Purified ALDH1A1, NADH fluorescence, propionaldehyde substrate. Potency, µM (doses to about 75.3 µM), inactives show at the top dose activity, negative = inhibition, hits mostly inhibitors. actives 7.3% (n = 220,000); active means well fitted inhibition curve with a large enough effect, not every such curve was filed as active; inconclusive means small, poorly fitted or top-dose-only effect, or another doubt; inactive means no such curve, though single readings can be large or run the other way;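 further: plate controls were no enzyme wells and a reference inhibitor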
Target sequence (P00352 whole entry, looked up): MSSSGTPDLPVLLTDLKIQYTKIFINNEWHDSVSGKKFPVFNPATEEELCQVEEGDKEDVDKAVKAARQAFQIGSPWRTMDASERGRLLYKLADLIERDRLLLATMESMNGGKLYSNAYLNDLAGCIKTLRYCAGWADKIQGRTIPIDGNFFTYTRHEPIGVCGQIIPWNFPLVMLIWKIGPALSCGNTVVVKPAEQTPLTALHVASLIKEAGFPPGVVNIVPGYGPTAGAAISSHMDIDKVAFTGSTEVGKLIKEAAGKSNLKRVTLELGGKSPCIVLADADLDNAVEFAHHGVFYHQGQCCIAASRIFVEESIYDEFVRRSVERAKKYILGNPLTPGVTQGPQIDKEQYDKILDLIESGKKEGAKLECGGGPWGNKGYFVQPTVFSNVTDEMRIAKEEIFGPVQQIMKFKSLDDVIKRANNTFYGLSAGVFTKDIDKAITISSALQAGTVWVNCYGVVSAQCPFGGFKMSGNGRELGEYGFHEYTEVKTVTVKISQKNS
RECQ1 helicase: RECQ1 (human) helicase inhibition; RECQ1 DNA unwinding, red fluorescence kinetic read; AID 2549; Potency, µM (doses to about 57.3 µM), for the others: top-dose activity, negative = inhibition, most hits filed as inhibitors; P46063; actives 0.54% (n = 240,000);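 further: plate controls were vehicle for no effect and no enzyme for full effect; nearly all actives have a fitted effect of over 30% in size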
Target sequence (P46063 whole entry, looked up): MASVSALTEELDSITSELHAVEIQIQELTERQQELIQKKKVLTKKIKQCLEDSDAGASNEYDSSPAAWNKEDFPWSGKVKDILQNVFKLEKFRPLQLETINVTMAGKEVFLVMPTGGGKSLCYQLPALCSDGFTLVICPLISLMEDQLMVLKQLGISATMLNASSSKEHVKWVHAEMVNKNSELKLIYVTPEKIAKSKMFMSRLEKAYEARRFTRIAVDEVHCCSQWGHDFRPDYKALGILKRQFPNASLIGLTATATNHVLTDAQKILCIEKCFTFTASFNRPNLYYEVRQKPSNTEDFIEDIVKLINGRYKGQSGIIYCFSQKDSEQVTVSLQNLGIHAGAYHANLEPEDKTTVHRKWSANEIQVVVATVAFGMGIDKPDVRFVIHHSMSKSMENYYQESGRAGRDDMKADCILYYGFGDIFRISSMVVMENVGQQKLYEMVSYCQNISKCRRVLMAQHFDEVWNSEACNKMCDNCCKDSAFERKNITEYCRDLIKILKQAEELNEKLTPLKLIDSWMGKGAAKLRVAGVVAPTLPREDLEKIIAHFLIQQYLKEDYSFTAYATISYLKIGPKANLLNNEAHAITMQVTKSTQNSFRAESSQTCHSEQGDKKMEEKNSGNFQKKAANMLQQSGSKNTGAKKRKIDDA
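RECQ1T1 50 nM; forked duplex (20 bp + 30-nt ss tails) 200 nM, ATP 2 mM final; pH 8.0, 2 mM MgCl2, 2.5 ug/ml poly(dI-dC); 15 min compound preincubation; discontinuous kinetic read over 2 h at RT.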
SMN2 splice up: enhancers of SMN2 splice variant expression; actives 2.8% (n = 210,000); Potency, µM (top dose mostly 46.1 µM), for inactives: at the top dose activity change, positive = activation, most hits filed as activators; HEK293 SMN2-luciferase splicing reporter, luminescence, 30-36 h; further: % of control where 0% means no effect; nearly all actives have a fitted effect of over 55% in size
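HEK293 cells carry an SMN2 […]–luciferase reporter in which exon 7 inclusion puts luciferase in frame. Cells were plated 10-12 h before compound addition, then incubated 30-36 h at 37C. ONE-Glo luminescence was read; sodium butyrate at 4.5 mM final served as control.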
LMNA splice mod: modulators of lamin A splicing | HeLa LMNA splicing GFP/RFP minigene ratio, 48 h | Potency, µM (titrated, usually from 46.1 µM), without a hit: at the top dose ratio change, negative = inhibition, most hits filed as inhibitors | actives 0.01% (n = 200,000) | AID 1487; active means well fitted inhibition curve with a large enough effect in the signal ratio, with a control signal flat, not every such curve was filed as active; inconclusive means small, poorly fitted or top-dose-only effect, or effect the other way, or a change in a side signal; the % refers to the signal ratio; further: on the % scale 0 is the no-effect control and ±100 the full control effect
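Read-out is the ratio of GFP to DsRed2 object intensity, acquired by 488 nm laser-scanning cytometry on HeLa lamin A-EGFP minigene reporter cells. Compound incubation 48 hrs at 37 °C in Opti-MEM with 2% FBS; DMSO 0.5% final.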
KDM4E inh: inhibitors of human JMJD2E histone demethylase. actives 1.6% (n = 230,000). B2RXH2. JMJD2E catalytic domain, FDH-coupled NADH fluorescence (FDH is formaldehyde dehydrogenase). Potency, µM (series often up to 57.1 µM), inactives show top-dose activity change, negative = inhibition, actives largely listed as inhibitors; active means well fitted inhibition curve with a large enough effect, not every such curve was filed as active; inconclusive means small, poorly fitted or top-dose-only effect, or another doubt; inactive means no such curve, though single readings can be large or run the other way;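 further: 0% = wells with enzyme and -100% = buffer wells without enzyme; nearly all actives have a fitted effect of over 50% in size; many of its hits are not listed in these tables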
Numbers without * were called inactive; i = inactive; ? = inconclusive; . = not tested or not shown; & = joins results of further samples; [ ] = dose if it differs, or a comment. Unless noted, the call rests on the fitted dose curve; in most records, active means well fitted curve in the direction sought with a large enough effect; inconclusive means small, poorly fitted or top-dose-only effect, or another doubt; inactive means no such curve, though single readings can be large; an effect the other way counts as inactive or inconclusive. Potency means the concentration at half of the fitted maximal effect.

1. COc1cc(CCC(=O)OCC(=O)Nc2cccc(S(N)(=O)=O)c2)cc(OC)c1OC
2. Cc1ccc2nc(-c3sc4nc(C)ccc4c3N)[nH]c2c1
3. COC(=O)C1=C(C)OC(N)=C(C#N)C1c1ccccc1F (configuration not stated)
4. O=C(CN1CCC(n2nnc3cc(F)ccc32)CC1)NNC(=O)c1ccccc1
5. Cc1nn(Cc2ccccc2Cl)c(Cl)c1/C=C/C(=O)OCC(=O)NC1CCS(=O)(=O)C1 (configuration not stated)
6. Cn1c(=O)oc2cc(S(=O)(=O)N3CCN(Cc4ccc5c(c4)OCO5)CC3)ccc21
7. CC1Oc2ccccc2C=C1/C=N\NC(=O)c1cccnc1 (configuration not stated)
8. O=C1N/C(=N\S(=O)(=O)Cc2ccccc2)S/C1=C/c1cccc([N+](=O)[O-])c1

entry no.	1	2	3	4	5	6	7	8
Tau fibril ThT	2%	-3%	-10%	-4%	-11%	-7%	-11%	?
L3MBTL1 block	5%	-15%	-2%	6%	6%	-2%	5%	-2%
KinaseGlo FLuc	-2%	-11%	-5%	0%	-1%	2%	.	.
ALDH1A1 block	-6%	?	-3%	10%	-7%	8%	.	.
RECQ1 helicase	i	i	-5%	i	i	0%	-3%	-3%
SMN2 splice up	-10%	2.2µM*	-12%	-6%	5%	-19%	.	.
LMNA splice mod	3%	?	3%	-1%	.	4%[0.0737 µM]	.	.
KDM4E inh	8%	-3%	7%	4%	4%	4%	?	0%

9. COc1cccc(OC)c1OCCCCc1c(C)n[nH]c1C
10. Cc1onc(-c2c(Cl)cccc2Cl)c1/C(N)=N/OC(=O)C1CC1
11. N#Cc1nc(-c2ccco2)oc1N1CCN(c2ccccc2)CC1
12. CN(C)S(=O)(=O)N1C(=O)c2ccccc2C1=O
13. Cc1sc(NC(=O)Cn2[nH]c(=O)c3ccccc3c2=O)nc1-c1ccccc1
14. COc1nc2ccccc2nc1CCC(=O)O
15. COC(=O)CCC(=O)Nc1sc2c(c1C#N)CCCC2
16. CC(C)(C)C1CCc2onc(C(=O)Nc3cccnc3)c2C1 (configuration not stated)

entry no.	9	10	11	12	13	14	15	16
Tau fibril ThT	2%	-5%	?	-21%	?	12%	-8%	-7%
L3MBTL1 block	.	12%	?	0%	-2%	?	-3%	1%
KinaseGlo FLuc	-2%	.	-6%	.	0%	1%	.	-1%
ALDH1A1 block	7%	-7%	-5%	11%	?	1%	11µM*	-1%
RECQ1 helicase	-6%	i	-1%	-4%	0%	24%	-2%	i
SMN2 splice up	-13%	.	-14%	.	8%	-17%	.	-30%
LMNA splice mod	.	.	?	.	-7%	.	1%	4%
KDM4E inh	6%	7%	?	4%	-17%	2%	-1%	4%

17. O=C(O/N=C1\CCS(=O)(=O)c2sccc21)c1ccccc1
18. CCCCC[C@H](O)/C=C/[C@H]1C(=O)C[C@H](O)[C@@H]1C/C=C\CCCC(=O)O
19. COc1ccc(/C=C/C(=O)OCC(=O)Nc2ccc(OC)c(S(=O)(=O)N3CCCCC3)c2)cc1
20. Cn1c(=O)n(C)c2cc(NC(=O)C(F)(F)F)ccc21
21. Cc1cccc(C(=O)Nc2onc(C)c2C#N)c1
22. CN(C)c1ccc(-c2nn3c(-c4ccc(Cl)cc4)nnc3s2)cc1
23. Cc1ccc(S(=O)(=O)N(CC(=O)N/N=C/c2cccc(Cl)c2)c2cccc3cccnc23)cc1
24. O=C(CSc1nc2ccncc2[nH]1)Nc1ccccc1C(F)(F)F

entry no.	17	18	19	20	21	22	23	24
Tau fibril ThT	0%	-12%&-7%	-4%	-2%	4%	5%	0%	-4%&0%
L3MBTL1 block	-6%	.	-4%	-5%	10%	-9%	.	0%
KinaseGlo FLuc	-28%	3%	4%	-1%	0%	.	11%	3%
ALDH1A1 block	13µM*	4%	-6%	0%	10%	?	4%	4%
RECQ1 helicase	-3%	7%&-11%	-3%	i	i	-2%	i	i
SMN2 splice up	-11%	-7%&-3%	11%	?	-14%	.	5%	-36%&-24%
LMNA splice mod	10%	.	-14%	28%	4%	-5%	3%	?
KDM4E inh	6%	3%	?	4%	1%	?	2%	-3%

Arranged by molar mass (ascending): part of the list above.
21. Cc1cccc(C(=O)Nc2onc(C)c2C#N)c1
20. Cn1c(=O)n(C)c2cc(NC(=O)C(F)(F)F)ccc21
22. CN(C)c1ccc(-c2nn3c(-c4ccc(Cl)cc4)nnc3s2)cc1

entry no.	21	20	22
Tau fibril ThT	4%	-2%	5%
L3MBTL1 block	10%	-5%	-9%
KinaseGlo FLuc	0%	-1%	.
ALDH1A1 block	10%	0%	?
RECQ1 helicase	i	i	-2%
SMN2 splice up	-14%	?	.
LMNA splice mod	4%	28%	-5%
KDM4E inh	1%	4%	?

Of the compounds above, two contain a CF3 group.
20. Cn1c(=O)n(C)c2cc(NC(=O)C(F)(F)F)ccc21
24. O=C(CSc1nc2ccncc2[nH]1)Nc1ccccc1C(F)(F)F

entry no.	20	24
Tau fibril ThT	-2%	-4%&0%
L3MBTL1 block	-5%	0%
KinaseGlo FLuc	-1%	3%
ALDH1A1 block	0%	4%
RECQ1 helicase	i	i
SMN2 splice up	?	-36%&-24%
LMNA splice mod	28%	?
KDM4E inh	4%	-3%

Later entries.
25. CN(C)c1ncc(S(=O)(=O)c2ccc(Cl)cc2)c(-c2ccccc2)n1
26. Cc1ccc(-c2ccc(=O)n(CC(=O)NCc3ccc(F)cc3)n2)cc1
27. COc1cc(/C=C(/C#N)c2ccccc2F)ccc1OCc1ccccc1
28. O=C(Nc1ccccc1)N1CC2(CCN(C(=O)c3ccncc3)CC2)C1
29. O=C(COC(=O)CCCSc1nc2ccccc2[nH]1)Nc1ccc(Oc2ccccc2)cc1
30. COc1ccc(OCC(=O)OC(C)CN2CCOCC2)cc1 (configuration not stated)
31. CCOC(=O)C1=C(CNCCc2ccc(Cl)cc2)NC(=O)NC1c1cccc([N+](=O)[O-])c1 (configuration not stated)
32. Cc1cc(NC(=O)c2cc(-c3ccncc3)nc3c(C)cccc23)no1

entry no.	25	26	27	28	29	30	31	32
Tau fibril ThT	-12%	-6%&3%	6%	.	?	-16%	?	?
L3MBTL1 block	10%	.	13%	.	-1%	5%	-20%	-13%
KinaseGlo FLuc	-1%	-4%	.	0%	.	-1%	0%	-2%
ALDH1A1 block	?	18%	?	-1%	?	-1%	?	?
RECQ1 helicase	-9%	-10%	1%	-8%	-9%	2%	-19%	-6%
SMN2 splice up	-11%	-20%	.	-4%	.	2.8µM*	-1%	1%
LMNA splice mod	?	0%[46 µM]	-9%	.	-14%	-1%	?	?
KDM4E inh	?	?	-1%	.	-1%	-11%	5%	?

33. CCCCN1C(=O)C(NC(=O)c2cccnc2)(C(F)(F)F)C2=C1CC(C)(C)CC2=O (configuration not stated)
34. Cc1ccc(NC(=S)N2CCC(N(C)CC3CCCO3)CC2)cc1C (configuration not stated)
35. Cc1ccc(S(=O)(=O)N2CCCC2C(=O)OCc2nc3ccccc3s2)cc1 (configuration not stated)
36. CCOC(=O)c1nn(-c2ccccc2)c2nnc(Cc3ccc(C)cc3)c(=O)n12
37. O=S(=O)(c1ccc(Cl)cc1)N1CCN(C2CCN(Cc3ccccc3)CC2)CC1
38. CCN1CCc2c(sc(NC(=S)NC(=O)c3ccccc3)c2C#N)C1
39. C#CCOCCOCCOCCNc1nc(N2CCN(C(=O)[C@H](CCCCN)n3cc([C@@H](N)C(C)CC)nn3)CC2)nc(N2CCN(C(=O)[C@H](Cc3ccc(O)cc3)n3cc([C@@H](N)CC(C)C)nn3)CC2)n1 (some centres not stated)
40. Cc1[nH]n(-c2ccccc2)c(=S)c1C=NCCCN=Cc1c(C)[nH]n(-c2ccccc2)c1=S

entry no.	33	34	35	36	37	38	39	40
Tau fibril ThT	-2%	1%	-6%	-6%	-5%	-17%	6%	?
L3MBTL1 block	-3%	.	-12%	4%	.	-8%	-7%	-14%
KinaseGlo FLuc	-7%	1%	-4%	1%	2%	-1%	.	4%
ALDH1A1 block	10%	8%	-12%	-10%	2%	?	-2%	4µM*
RECQ1 helicase	-6%	-2%	4%	-5%	-18%	-1%	-3%	5%
SMN2 splice up	-1%	-19%	24%	8%	-4%	-1%	.	-13%
LMNA splice mod	13%	.	-2%	1%	5%	4%	.	?
KDM4E inh	4%	0%	4%	7%	2%	-7%	-9%	9%

41. CC(C)(C)c1ccc(OCC(=O)N/N=C/c2ccc(N3CCOCC3)cc2)cc1
42. COc1ccccc1CCNC(=O)C1CCCO1 (configuration not stated)
43. Cc1ccc(C(=O)Oc2oc(-c3ccccc3)nc2C=Nc2ccc(N(C)C)cc2)cc1
44. CCn1c(COc2cccc(OC)c2)nnc1SCC(=O)N1CCOCC1
45. Cc1nnc(NC(=O)c2ccc3ccccc3c2)o1
46. CC(=O)c1cc(CN2CCC(N3CCC(C(=O)N4CCCC4)CC3)CC2)cs1
47. O=C(C1=C(O)C(=O)N(CCCN2CCOCC2)C1c1ccccn1)c1cccs1 (configuration not stated)
48. NC(=O)C1(N2CCCCC2)CCN(C(=O)c2cccs2)CC1
49. Cc1ccc(C)c(OCC(O)CN2CCC(C)CC2)c1C (configuration not stated)
50. CCSc1nc(-c2ccc(OC)cc2)ccc1C#N
51. Cc1sc2nc(C3CC3)nc(SCC(=O)N3CC(=O)Nc4ccccc43)c2c1C

entry no.	41	42	43	44	45	46	47	48	49	50	51
Tau fibril ThT	?	3%	?	-13%	-19%	?	-13%	-6%	-3%	?	?
L3MBTL1 block	-10%	.	-12%	-3%	-18%	-12%	5%	.	-1%	87%[activator]	-1%
KinaseGlo FLuc	12%	2%	1%	-3%	-4%	-3%	-13%	-1%	-5%	-3%	0%
ALDH1A1 block	-17%	-4%	?	5%	?	-9%	?	-7%	4%	?	?
RECQ1 helicase	-2%	-10%	-1%	-1%	-2%	-2%	i	-7%	-1%	-31%	-1%
SMN2 splice up	-2%	7%	8.9µM*	10%	-13%	.	-7%	-3%	2%	-8%	-36%[inhibitor]
LMNA splice mod	2%	2%	-3%	-1%	?	.	?	0%	-7%	-14%	3%
KDM4E inh	?	-9%	-13%	8%	?	-9%	-9%	6%	-21%	?	4%

Not all compounds are listed; rates above refer to the full screens.
